Compound activity as filed in PubChem.
LEDGF integ inh – blockers of LEDGF/p75-dependent integrase strand transfer – biochemical, TR-FRET, high throughput, primary screen; inhibition, % at 3.7 µM; HIV-1 integrase (with human LEDGF/p75); TR-FRET IN-LEDGF/p75 DNA integration, Eu/Cy5; 370,000 tested, 0.64% active;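 active means inhibition above the screen-wide mean plus 3 SD, cut at about 13% in these data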;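 further: signal is the Cy5 over europium emission ratio at 671 and 618 nm; 0% = plate median of compound wells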
SIAE inh – human SIAE inhibitors, primary screen, biochemical, fluorescence polarization, FP-Rh probe, 1536-well HTS | AID 1053197, 2014 | inhibition, % at 9.66 µM | 370,000 tested, 0.69% active | SIAE FP-Rh probe binding | Sialate O-acetylesterase (Homo sapiens), Q9HAT2;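 active means inhibition above a cutoff: mean of compounds within the control limits plus 3 SD of those, cut at about 17% in these data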;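 further: 0% = plate median of compound wells and 100% = probe without SIAE protein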
Target sequence (Q9HAT2 whole entry, looked up): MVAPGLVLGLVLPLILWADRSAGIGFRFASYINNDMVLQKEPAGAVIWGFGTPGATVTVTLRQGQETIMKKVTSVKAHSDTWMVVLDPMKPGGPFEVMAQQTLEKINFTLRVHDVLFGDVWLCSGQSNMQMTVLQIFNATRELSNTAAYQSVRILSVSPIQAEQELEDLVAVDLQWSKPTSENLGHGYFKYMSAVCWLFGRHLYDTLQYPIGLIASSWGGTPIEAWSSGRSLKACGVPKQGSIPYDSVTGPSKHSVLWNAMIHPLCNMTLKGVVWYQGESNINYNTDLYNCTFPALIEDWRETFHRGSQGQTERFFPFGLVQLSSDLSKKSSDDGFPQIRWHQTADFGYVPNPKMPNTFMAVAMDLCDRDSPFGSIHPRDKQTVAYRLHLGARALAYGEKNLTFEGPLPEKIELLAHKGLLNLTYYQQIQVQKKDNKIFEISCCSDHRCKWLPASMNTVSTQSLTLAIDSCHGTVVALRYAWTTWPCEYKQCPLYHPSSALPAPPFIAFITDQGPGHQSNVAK
TDP2 absorb – human TDP2 enzyme inhibitors, primary screen, biochemical, epi absorbance, recombinant enzyme | T5PNP hydrolysis, p-nitrophenol absorbance 415 nm | inhibition, % at 12.8 µM | 370,000 tested, 0.34% active | AID 720702, 2013;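 active means inhibition above the mean of all tested compounds plus 3 SD, set per campaign, cut at about 25% in these data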;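 further: 0% = DMSO with enzyme and 100% = buffer with substrate but no TDP2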
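test system = human TDP2 enzyme | input = TDP2 enzyme at 120 nM final | medium = 50 mM Tris-HCl pH 7.5 with Mg2+, KCl, DTT, BSA | also added = T5PNP substrate, 5 mM | times = 2 h at 37 °C | technique = epi absorbance | benchmarks = high control without enzyme, low control DMSO plus TDP2 | replication = each compound tested once, singlicate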
rCAG binder – binders of r(CAG) RNA repeats, primary screen, biochemical, fluorescence; r(CAG) RNA repeat, TO-PRO-1 dye displacement fluorescence; inhibition, % at 3 µM; 370,000 tested, 1.3% active;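 active means inhibition above the plate cutoff, the mean of all test compounds on that plate plus 3 SD, cut at about 35% in these data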;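 further: 0% = DMSO alone and 100% = 100 µM mitoxantrone as full dye displacement; higher means more dye released from RNA so lower well fluorescence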
HTRA1 inhibitor – HTRA1 serine protease inhibitors, primary screen, biochemical, fluorescence polarization, HTS | Q92743 | recombinant HTRA1, FP-rhodamine activity-based probe | inhibition, % at 5.96 µM | 340,000 tested, 0.5% active; in the data active means inhibition above about 36%;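 further: 0% = enzyme with DMSO and 100% = wells lacking enzyme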
PG9 binder – binders of HIV-1 gp120 antibody PG9, primary screen, biochemical, TR-FRET; HIV-1 gp120 / PG9 antibody interaction; TR-FRET gp120-PG9 antibody binding; inhibition, % at 6.7 µM; 360,000 tested, 0.43% active; in the data active means inhibition above about 8.5%
TCR-CD3 inh – inhibitors of human TCR-CD3 interaction, primary screen, biochemical, fluorescence, TAMRA-labeled TCR probe | inhibition, % at 9.4 µM | T-cell receptor (TCR) | 360,000 tested, 0.37% active; in the data active means inhibition above about 19%;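 further: recombinant mutant TCR 2C K166C tagged with TAMRA read by polarization; 0% = receptor in buffer alone and 100% = receptor with positive control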
ABHD4 inh – ABHD4 inhibitors, primary screen, biochemical, fluorescence polarization, mouse | inhibition, % at 8.92 µM | 370,000 tested, 0.54% active | purified mABHD4, FP-Rh probe fluorescence polarization;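 active means inhibition exceeding the mean over every tested compound plus 3 SD, cut at about 30% in these data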;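 further: 0% = plate median of compound wells and 100% = S159A mutant with DMSO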
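Assay system: wild-type mouse ABHD4 protein; compound: single nominal dose of 8.92 µM, 0.89% DMSO final; schedule: 45 min + 60 min at 25 °C; measured by: FP readout, ex 525 nm / em 598 nm; evaluation: % inhibition of FP-Rh probe binding versus controls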
NR1D1 modulator – modulators of Rev-erb alpha DNA binding, primary screen, biochemical, FITC-DNA, fluorescence polarization, uHTS; Rev-erbα–FITC-DNA binding, 90 min; 370,000 tested, 0.79% active; activity, % at 10 µM;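 active means activity above about 14%, limit read from the data; passing the limit was not always enough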;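 further: 0% = DMSO wells with 35 nM protein and 100% = DMSO wells with 750 nM protein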
PRMT1 inh – PRMT1 methyltransferase inhibitors, primary screen, biochemical, fluorescence polarization | recombinant PRMT1, activity-based probe fluorescence polarization | inhibition, % at 2.79 µM | 370,000 tested, 1.3% active;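 active means inhibition above about 21% made by adding two undisclosed values, limit read from the data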
Target sequence (Q99873 whole entry, looked up): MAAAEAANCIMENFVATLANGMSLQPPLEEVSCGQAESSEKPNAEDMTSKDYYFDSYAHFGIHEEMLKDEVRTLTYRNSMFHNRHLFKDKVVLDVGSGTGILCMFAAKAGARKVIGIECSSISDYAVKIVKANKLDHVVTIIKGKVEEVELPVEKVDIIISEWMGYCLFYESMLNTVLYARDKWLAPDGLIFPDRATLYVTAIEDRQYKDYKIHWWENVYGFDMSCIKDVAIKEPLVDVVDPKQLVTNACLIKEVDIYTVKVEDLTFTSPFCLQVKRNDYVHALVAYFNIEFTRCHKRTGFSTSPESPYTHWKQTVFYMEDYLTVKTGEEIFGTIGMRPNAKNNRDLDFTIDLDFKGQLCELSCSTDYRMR
Starred values were filed as active, the others as inactive. These rows are one share of the data (hit frequency here may not be typical).

The opening 2 records, ahead of the listing:
Cc1ccc(C(=O)N/C(=C/c2cccc([N+](=O)[O-])c2)C(=O)NC(C)C)cc1 was read as LEDGF integ inh -4, SIAE inh -1, TDP2 absorb 0, rCAG binder 1, HTRA1 inhibitor 6, PG9 binder -0.8, TCR-CD3 inh 0, ABHD4 inh 4, NR1D1 modulator -6 and PRMT1 inh 0.
Cc1cccc(C2(c3cccc(C)c3)CC2C(=O)NCC2CCCO2)c1 (stereo not given) was read as LEDGF integ inh 3, SIAE inh 0, TDP2 absorb 2, rCAG binder -10, HTRA1 inhibitor -10, PG9 binder -0.3, TCR-CD3 inh 2, ABHD4 inh 11, NR1D1 modulator 1 and PRMT1 inh 2.

All compounds of this part, from the first entry:
Cc1ccc(C(=O)N/C(=C/c2cccc([N+](=O)[O-])c2)C(=O)NC(C)C)cc1 was read as LEDGF integ inh -4, SIAE inh -1, TDP2 absorb 0, rCAG binder 1, HTRA1 inhibitor 6, PG9 binder -0.8, TCR-CD3 inh 0, ABHD4 inh 4, NR1D1 modulator -6 and PRMT1 inh 0.
Cc1cccc(C2(c3cccc(C)c3)CC2C(=O)NCC2CCCO2)c1 (stereo not given) was read as LEDGF integ inh 3, SIAE inh 0, TDP2 absorb 2, rCAG binder -10, HTRA1 inhibitor -10, PG9 binder -0.3, TCR-CD3 inh 2, ABHD4 inh 11, NR1D1 modulator 1 and PRMT1 inh 2.
CCCN1C2=C(C(=O)CCC2)C(c2ccc(O)c(Br)c2)C2=C1CCCC2=O was read as LEDGF integ inh 1, SIAE inh 0, TDP2 absorb 1, rCAG binder 7, HTRA1 inhibitor -3, PG9 binder -0.5, TCR-CD3 inh -1, ABHD4 inh -5, NR1D1 modulator -1 and PRMT1 inh 4.
For O=[N+]([O-])c1cccc(CNc2ccc3c(c2)CCC3)c1 the results were LEDGF integ inh 1, SIAE inh 13, TDP2 absorb 9, rCAG binder -1, HTRA1 inhibitor 2, PG9 binder 0.1, TCR-CD3 inh -4, ABHD4 inh 8, NR1D1 modulator -1 and PRMT1 inh 2.
Screening O=C(O)c1cc(N2CCCCC2)nc2ccccc12 returned LEDGF integ inh 3, SIAE inh -1, TDP2 absorb -5, rCAG binder 3, PG9 binder 0.8, TCR-CD3 inh -7, ABHD4 inh 3, NR1D1 modulator 3 and PRMT1 inh 9.
Screening Cc1cc2nc(-c3ccc(NC(=O)c4cccnc4)cc3)oc2cc1C returned LEDGF integ inh -2, SIAE inh -63, TDP2 absorb 1, rCAG binder 4, HTRA1 inhibitor -29, PG9 binder 2.8, TCR-CD3 inh -1, ABHD4 inh -10, NR1D1 modulator 13 and PRMT1 inh 1.
`Nc1nc(Cl)cc(-c2ccccc2)n1` gave LEDGF integ inh 2, SIAE inh -7, TDP2 absorb -19, rCAG binder 3, PG9 binder -0.5, TCR-CD3 inh -3, ABHD4 inh -8, NR1D1 modulator -2 and PRMT1 inh -1.
Screening O=C(CN1CCOCC1)N1CCCc2c1c(=O)oc1ccc(OCc3ccccc3)cc21 returned LEDGF integ inh 3, SIAE inh -1, TDP2 absorb -3, rCAG binder -5, HTRA1 inhibitor 3, PG9 binder -3.3, TCR-CD3 inh 1, ABHD4 inh 7, NR1D1 modulator -5 and PRMT1 inh -3.
Screening O=C(NC(O)C(=O)c1ccccc1)c1cccs1 (stereo not given) returned LEDGF integ inh 0, SIAE inh 1, TDP2 absorb -2, rCAG binder 0, HTRA1 inhibitor 4, PG9 binder -2.1, TCR-CD3 inh 5, ABHD4 inh -5, NR1D1 modulator -5 and PRMT1 inh 2.
`CCn1cc(C(=O)NN)c(=O)c2cc(F)c(N3CCCCC3)cc21` gave LEDGF integ inh 1, SIAE inh -13, TDP2 absorb -11, rCAG binder -2, HTRA1 inhibitor 0, PG9 binder 0.1, TCR-CD3 inh -8, ABHD4 inh -8, NR1D1 modulator -2 and PRMT1 inh 4.
For O=C(c1ccc(-c2ccc([N+](=O)[O-])cc2Cl)o1)N1CCOCC1 the results were LEDGF integ inh 1, SIAE inh 0, TDP2 absorb 6, rCAG binder 3, HTRA1 inhibitor 3, PG9 binder 0.5, TCR-CD3 inh 1, ABHD4 inh -1, NR1D1 modulator -1 and PRMT1 inh -2.
Screening O=C(COC(=O)CNC(=O)c1ccc(Cl)cc1)Nc1ccc(Cl)cn1 returned LEDGF integ inh -1, SIAE inh 1, TDP2 absorb 3, rCAG binder 0, HTRA1 inhibitor 2, PG9 binder -1.6, TCR-CD3 inh 4, ABHD4 inh -1, NR1D1 modulator -4 and PRMT1 inh -5.
Screening O=C1C2C3CCC(C3)C2C(=O)N1CNc1ccccc1 (stereo not given) returned LEDGF integ inh 4, SIAE inh 13, TDP2 absorb -3, rCAG binder 0, HTRA1 inhibitor 1, PG9 binder -0.2, TCR-CD3 inh 4, ABHD4 inh -2, NR1D1 modulator -4 and PRMT1 inh 0.
`CCC(=O)c1ccc(O)c(OC)c1` gave LEDGF integ inh -3, SIAE inh 8, TDP2 absorb -4, rCAG binder -1, HTRA1 inhibitor -5, PG9 binder -0.1, TCR-CD3 inh -7, ABHD4 inh -1, NR1D1 modulator 0 and PRMT1 inh 19.
COc1ccc(/C=C2\CC3(OC(=O)C4CCCCC4)CCCN2C3)cc1 (stereo not given) was read as LEDGF integ inh 0, SIAE inh 6, TDP2 absorb -6, rCAG binder 3, ABHD4 inh 4, NR1D1 modulator 4 and PRMT1 inh -2.
COc1ccc2nc(NC(=O)C3CC(=O)N(c4ccc5c(c4)OCCO5)C3)sc2c1 (stereo not given) was read as LEDGF integ inh -2, SIAE inh -7, TDP2 absorb -13, rCAG binder 13, HTRA1 inhibitor -11, PG9 binder -1.8, TCR-CD3 inh -11, ABHD4 inh -5, NR1D1 modulator 1 and PRMT1 inh 1.
`CCN(CC(=O)Nc1cccc(OC)c1)C(=O)c1ccc(C)s1` gave LEDGF integ inh -1, SIAE inh 1, TDP2 absorb -2, rCAG binder 0, HTRA1 inhibitor -3, PG9 binder -1.2, TCR-CD3 inh 3, ABHD4 inh -3, NR1D1 modulator 4 and PRMT1 inh 1.
Screening Cc1cccc(C(=O)n2c(=S)nc3cc(C)ccn32)c1 returned LEDGF integ inh 4, SIAE inh 13, TDP2 absorb 11, rCAG binder -2, HTRA1 inhibitor 5, PG9 binder -1.2, TCR-CD3 inh 1, ABHD4 inh 4, NR1D1 modulator -4 and PRMT1 inh 2.
CC1(C)OC(=O)C2=C(CC(c3ccccc3)OC2CCc2ccccc2)O1 (stereo not given) was read as LEDGF integ inh -2, SIAE inh -5, TDP2 absorb 6, rCAG binder 3, HTRA1 inhibitor -15, PG9 binder 1.7, TCR-CD3 inh 5, ABHD4 inh 2, NR1D1 modulator -4 and PRMT1 inh 0.
Screening Cc1ccc(/C=N/NC(=O)c2ccccc2OCc2cccc(Br)c2)o1 returned LEDGF integ inh 0, SIAE inh -10, TDP2 absorb 6, rCAG binder -2, PG9 binder -1.5, TCR-CD3 inh 8, ABHD4 inh -6, NR1D1 modulator 2 and PRMT1 inh 1.
COc1ccc(NS(=O)(=O)c2ccc3[nH]c(=O)[nH]c3c2)cc1 was read as LEDGF integ inh 4, SIAE inh 2, TDP2 absorb -1, rCAG binder 1, HTRA1 inhibitor 8, PG9 binder -0.6, TCR-CD3 inh -3, ABHD4 inh 4, NR1D1 modulator -4 and PRMT1 inh 0.
`O=C(O)c1ccc(NS(=O)(=O)c2ccc3c(c2)C2C=CCC2C(c2ccccc2F)N3)cc1` (stereo not given) gave LEDGF integ inh 43*, SIAE inh 6, TDP2 absorb 13, rCAG binder 88*, HTRA1 inhibitor 22, PG9 binder -1.2, TCR-CD3 inh -1, ABHD4 inh 42*, NR1D1 modulator -5 and PRMT1 inh 47*.
O=C(CSc1nc2ccccc2c(=O)n1CCCO)N1CCc2ccccc21 was read as LEDGF integ inh -7, SIAE inh -3, TDP2 absorb -8, rCAG binder 3, HTRA1 inhibitor 2, PG9 binder -1.8, TCR-CD3 inh 3, ABHD4 inh 0, NR1D1 modulator 4 and PRMT1 inh 3.
For COc1cccc(S(=O)(=O)c2nc(C)c3c(n2)CCC3)c1 the results were LEDGF integ inh -6, SIAE inh 1, TDP2 absorb -8, rCAG binder -1, HTRA1 inhibitor 3, PG9 binder -2.2, TCR-CD3 inh 6, ABHD4 inh 2, NR1D1 modulator -1 and PRMT1 inh -1.
For O=C(CCN1C(=O)/C(=C/C=C/c2ccccc2)SC1=S)Nc1nccs1 the results were LEDGF integ inh 4, SIAE inh -2, TDP2 absorb -7, rCAG binder 4, HTRA1 inhibitor -19, PG9 binder 0.8, TCR-CD3 inh -2, ABHD4 inh 2, NR1D1 modulator -3 and PRMT1 inh 6.
`COc1ccc(CN2C[C@@H](CO)O[C@@H](n3cnc4c(NC5CCC5)ncnc43)C2)cc1` gave LEDGF integ inh -1, SIAE inh 1, TDP2 absorb 3, rCAG binder -1, PG9 binder 0.6, TCR-CD3 inh 1, ABHD4 inh -1, NR1D1 modulator 0 and PRMT1 inh -3.
Screening CSc1nnc2c(n1)OC1(Nc3ccccc3-2)C(=O)Nc2ccccc21 (stereo not given) returned LEDGF integ inh 1, SIAE inh -2, TDP2 absorb 11, rCAG binder 0, HTRA1 inhibitor 3, PG9 binder -1.6, TCR-CD3 inh -1, ABHD4 inh 3, NR1D1 modulator -1 and PRMT1 inh -5.
COc1ccc(N2C(=O)NC3CC2(C)Oc2ccc(Cl)cc23)cc1OC (stereo not given) was read as LEDGF integ inh 4, SIAE inh 0, TDP2 absorb -6, rCAG binder -9, HTRA1 inhibitor 2, PG9 binder -3.0, TCR-CD3 inh -3, ABHD4 inh -2, NR1D1 modulator -2 and PRMT1 inh -4.
`O=C(CSc1nnc(-c2cccs2)n1Cc1ccccc1)NCc1ccc2c(c1)OCO2` gave LEDGF integ inh 1, SIAE inh 8, TDP2 absorb 7, rCAG binder -2, HTRA1 inhibitor -9, PG9 binder -1.8, TCR-CD3 inh -9, ABHD4 inh -1, NR1D1 modulator -1 and PRMT1 inh -2.
Screening Cc1nc(SCCOc2ccc(F)cc2)c2ccccc2n1 returned LEDGF integ inh -3, SIAE inh 2, TDP2 absorb -1, rCAG binder 1, HTRA1 inhibitor -8, PG9 binder 3.4, TCR-CD3 inh -2, ABHD4 inh 1, NR1D1 modulator -2 and PRMT1 inh 0.

Random excerpt: 2 records from the list, in no set order.
For O=[N+]([O-])c1cccc(CNc2ccc3c(c2)CCC3)c1 the results were LEDGF integ inh 1, SIAE inh 13, TDP2 absorb 9, rCAG binder -1, HTRA1 inhibitor 2, PG9 binder 0.1, TCR-CD3 inh -4, ABHD4 inh 8, NR1D1 modulator -1 and PRMT1 inh 2.
`O=C(O)c1ccc(NS(=O)(=O)c2ccc3c(c2)C2C=CCC2C(c2ccccc2F)N3)cc1` (stereo not given) gave LEDGF integ inh 43*, SIAE inh 6, TDP2 absorb 13, rCAG binder 88*, HTRA1 inhibitor 22, PG9 binder -1.2, TCR-CD3 inh -1, ABHD4 inh 42*, NR1D1 modulator -5 and PRMT1 inh 47*.
